Hep lipid drop: hepatic lipid droplet formation modulation; AID 1656; AML12 mouse hepatocytes, oleate lipid droplets, BODIPY imaging; inhibition, % at 6.5 µM; hit rate 0.4% among 240,000;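 active = lipid droplet intensity inhibited by at least 50%, with more than 500 cells counted; inconclusive = wells with under 300 cells, treated as cytotoxic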
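Assay system: AML12 hepatocytes (mouse); Probe or stimulus: oleic acid at 100 µM to induce lipid droplet formation; Dosing: compound at 6.5 µM only; Schedule: compound with oleate, overnight; Detection: fluorescence imaging, 20x objective, two fields per well; Measure: % inhibition of lipid droplet signal.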
CSM14.1 death rescue: protection against thapsigargin-triggered cell killing – 384-well, CSM14.1, ATP luminescence, primary screen (AID 1222) | CSM14.1 thapsigargin-induced death rescue, ATP luminescence; higher % means a stronger effect | cellular ATP content (survival), % at 20 µM, or EC50 in µM where a hit was titrated | 190,000 tested, under 10 active;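 active = EC50 below 50 µM in the dose-response confirmation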;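 note: death triggered by thapsigargin at about 15 µM added after 2 h compound pretreatment; cell ATP read after overnight thapsigargin exposure of roughly 18 to 22 hours; normalized against plate controls of thapsigargin alone and 5% DMSO vehicle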
Insulin prom up: MIN6 insulin promoter up-regulation; hit rate 0.3% among 190,000; MIN6 insulin promoter-GFP reporter, high-content imaging; stronger effect = higher value; z-score at 5 µM;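 active = z-score above 3 at 5 µM with at least 500 cells counted in the well; inconclusive = wells under 500 cells, flagged as cytotoxic or low count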
Autophagy HCS: alters autophagy in cells; MEF GFP-LC3 puncta imaging; test concentration mostly 10 µM; calls only at 10 µM (by protocol); hit rate 0.98% among 190,000; AID 463193;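 active = percentage of spot-positive cells more than 3 SD above its plate mean, without a fluorescence outlier flag or 80% toxicity; inconclusive = no clear call, values can overlap the other calls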;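 note: spot-positive cell cutoff set from DMSO-treated cells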
Dynein transport: blocks dynein driven cargo transport along microtubules. 3617.4 mouse cells, GR-EGFP nuclear translocation imaging; test concentration mostly 20 µM; stimulated with dexamethasone, 1 µM; stronger effect = lower value. hit rate 0.47% among 220,000. z-score, hits read low;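 active = plate z-score of nuclear minus cytoplasmic receptor signal below a set negative limit, without overly bright fluorescence or cell loss, cut at about -3.5 in these data, passing the limit was not always enough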;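 note: z-score of nuclear minus cytoplasmic ring GR-EGFP intensity difference per well; some compounds called inactive have numbers as strong as hits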
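Medium: Induction medium lacking tetracycline, stripped serum | Probe or stimulus: 1.0 µM final dexamethasone stimulus | Schedule: 48 h induction, then 1 h compound, then 30 min agonist, 37 °C | Signal: Automated 10x imaging of fixed Hoechst-stained cells | Evaluation: Per-cell GR-EGFP intensity, nucleus versus surrounding cytoplasmic ring, well-averaged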
WT yeast gro inh: growth inhibition of WT yeast, mitochondrial fusion screen; mitochondrial fusion phenotypic screen, WT strain; inhibition, % at 10 µM; hit rate 2.1% among 190,000; AID 1362; in the data active = inhibition above about 58%; tested in S. cerevisiae
XIAP displacement: XIAP antagonists, biochemical, IAP family, fluorescence polarization (AID 1018); XIAP BIR domain, fluorescence polarization peptide displacement; higher % means a stronger effect; displacement, % at 20 µM, or IC50 in µM where a hit was titrated; hit rate 0.007% among 200,000; in the data active = displacement above about 50%; note: a part of the inactive calls stands beside numbers as strong as those of hits
bCat nuc transl: modulators of beta-catenin nuclear translocation; hit rate 0.3% among 190,000; HeLa beta-catenin nuclear translocation, immunofluorescence imaging; AID 1665; nuclear translocation activity, % at 5 µM;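 active = nuclear translocation activity above 50% at 5 µM, with a well cell count of 50 or more; inconclusive = wells under 50 cells across six images, flagged as toxic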;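 note: per-cell ratio of nuclear to cytoplasmic median beta-catenin stain intensity; plate controls were DMSO negative control for no effect and GSK-3 inhibitor IX positive control for full effect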
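test system = HeLa cells, endogenous beta-catenin | dosing = single 5 µM dose plus 0.02–20 µM confirmation series | times = compound treatment 24 h, 37°C, 5% CO2 | technique = beta-catenin immunofluorescence imaging with DAPI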
MT stabilize HCS: stabilizes microtubules in HeLa cells; HeLa tubulin immunostaining HCS, 24 h; share of cells brighter than vehicle mean+2SD; % tubulin-high responders, % at 10 µM; hit rate 0.83% among 200,000;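 active = plate Z-score above 3 for both tubulin-high and condensed-nucleus cell shares, with cell loss under 80%, at 10 µM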;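 note: anti alpha tubulin signal scored within the nucleus-defined area of each cell; some results filed as inactive read as strong as hits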
WT yeast gro inh mutant strain: recorded beside WT yeast gro inh, whose call it bears; inhibition, %; mitochondrial fusion phenotypic screen, mutant strain inhibition
Dynein transport cytoplasmic EGFP: further read-out of Dynein transport, marked with its call; z-score; measured here: cytoplasmic GR-EGFP intensity; stronger effect = higher value
Dynein transport nuclear GR-EGFP: further read-out of Dynein transport, marked with its call; z-score; measured here: nuclear GR-EGFP intensity;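 lower value marks the stronger effect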
Dynein transport cell count: second read-out of Dynein transport, no call of its own (marks repeat the call); z-score; measured here: cell count per field
Insulin prom up cell count: second read-out of Insulin prom up, no call of its own (marks repeat the call); cell count; measured here: cytotoxicity, nuclei count;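 total cells summed across four imaged fields per well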
Hep lipid drop cells 6.5 µM: second read-out of Hep lipid drop, no call of its own (marks repeat the call); cell count; measured here: cell count, cytotoxicity flag;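 cells counted across two imaged fields per well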
bCat nuc transl cell count 5 µM: also measured in bCat nuc transl; calls as there; cell count; measured here: cell count, cytotoxicity flag
MT stabilize HCS Hoechst-high %: recorded beside MT stabilize HCS, whose call it bears; % Hoechst-high responders; measured here: nuclear condensation Hoechst responders;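 share of cells brighter than vehicle mean plus two SD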
MT stabilize HCS cytotoxicity %: second read-out of MT stabilize HCS, no call of its own (marks repeat the call); toxicity, %; measured here: cytotoxicity by cell density;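 0% = mean cell density of plate MIN control wells and 100% = no cells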
Autophagy HCS cell loss 18 h: also measured in Autophagy HCS; calls as there; toxicity, %; measured here: cell loss, nuclei count;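 cell loss after 18 h compound exposure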
The depositor's hits bear a star; i = inactive; ? = inconclusive; . = not tested or not shown.

Every second line gives: Hep lipid drop	Hep lipid drop cells 6.5 µM	CSM14.1 death rescue	Insulin prom up	Insulin prom up cell count	Autophagy HCS	Autophagy HCS cell loss 18 h	Dynein transport	Dynein transport cytoplasmic EGFP	Dynein transport nuclear GR-EGFP	Dynein transport cell count	WT yeast gro inh	WT yeast gro inh mutant strain	XIAP displacement	bCat nuc transl	bCat nuc transl cell count 5 µM	MT stabilize HCS	MT stabilize HCS Hoechst-high %	MT stabilize HCS cytotoxicity %
- O=C(Nc1nccs1)C1CCCCN1S(=O)(=O)c1ccccc1 (stereo not drawn)
    23	729	.	0.18	1057	.	.	0.1	-0.83	-0.15	0.009	.	.	.	-1.8	1377	.	.	.
- CCN1CCc2nc(NC(=O)c3ccc4c(c3)OCCO4)sc2C1
    .	.	-3.1%	0.75	1510	i	5	-0.12	-0.18	-0.24	0.087	-2	-1	-3.0%	-1.0	1417	2.1	1.8	5.5
- Cc1ccc(C(=O)N2CCN(Cc3ccc4c(c3)OCO4)CC2)cc1S(=O)(=O)N1CCOCC1
    -6	687	.	-0.17	1100	.	.	-1.1	-0.27	-0.39	0.95	.	.	.	0.2	1267	.	.	.
- CC(C)(C)CC(=O)NC(=S)Nc1ccccc1[N+](=O)[O-]
    28	641	-0.3%	0.1	1303	i	-5	0.68	-0.11	1	-1.2	7	29	0.9%	-6.2	1079	4.5	3.1	6.5
- COc1cc(C(=O)Nc2nc(-c3ccc(F)cc3)cs2)ccc1OCC(=O)N1CCOCC1
    61*	669*	-2.3%	-0.21	1239	i	-5	0.26	-0.22	0.42	-0.43	6	-9	-0.2%	1.5	281	2.0	2.1	9.3
- COc1ccccc1C1Nc2cccc3cccc(c23)N1
    -15	765	5.1%	-0.18	997	i	-1	-4.7*	0.92*	-1.7*	-0.016*	19	16	-18%	-0.6	1171	1.7	0.8	6.8
- CCCC1=Nc2cc(C(=O)NCCCOCC)ccc2Sc2ccccc21
    .	.	-2.1%	-1.1	623	i	52	1.6	-0.17	1.7	-1.2	-4	-8	-4.4%	105*	790*	15	63	37
- O=C(NCCN1CCOCC1)c1ccc(-c2ccccc2)cc1
    3	765	-2.4%	-0.24	1193	i	7	-0.29	-0.21	-0.12	-0.81	-17	-6	-1.0%	1.7	978	2.9	2.2	4.6
- Cn1c(=O)c2c(ncn2CC(=O)N2CCN(c3ccc([N+](=O)[O-])cc3)CC2)n(C)c1=O
    3	638	.	-0.31	1242	.	.	0.61	-0.12	0.21	-0.36	.	.	.	2.3	1260	.	.	.
- COc1ccc(N2CCN(CC(O)COC(C)(C)C)CC2)cc1 (stereo not drawn)
    -12	677	-2.0%	.	.	i	27	-0.75	-0.34	-0.23	0.34	-13	15	-3.4%	-7.6	1185	3.5	3.4	2.6
- C/C(=C\c1ccccc1)C1NC(=O)c2c(sc3c2CCCC3)N1 (stereo not drawn)
    8	651	-1.0%	-0.3	1406	i	8	2.4	-0.19	1.4	-1.6	20	1	0.0%	-3.1	1127	3.0	1.9	4.0
- Cc1sc2nc(CN3CCCC3)nc(NCc3ccncc3)c2c1C
    18	709	0.5%	-1.3	1189	i	14	-0.78	1.2	0.095	0.35	12	-11	-1.7%	1.1	1019	3.1	2.3	20
- O=C(C1CCCN(Cc2ccc3c(c2)OCO3)C1)N1CCCC1 (stereo not drawn)
    .	.	-0.8%	0.08	1462	i	7	-0.74	-0.13	-0.19	-0.23	-16	6	-2.3%	2.5	1378	5.9	1.5	4.7
- Cc1ccccc1CSc1n[nH]c(NS(=O)(=O)c2ccccc2)n1
    8	680	-1.3%	0.11	1729	i	5	-0.092	-0.19	-0.33	0.26	-3	5	-9.2%	0.2	1190	2.1	1.6	1.3
- O=[N+]([O-])c1ccc(OCc2cccc(COc3ccc([N+](=O)[O-])cc3)n2)cc1
    -14	613	12%	-0.09	1313	i	8	0.18	-0.22	0.21	-0.83	8	0	-11%	-3.1	510	3.1	2.2	5.4
- CC1=C(C)CC(C(=O)NNC(=O)c2cccc(Cl)c2)C(C(=O)O)C1 (stereo not drawn)
    16	669	0.6%	0.28	1433	i	-9	-0.44	-0.3	-0.6	0.42	-10	-11	-12%	-1.7	527	1.6	4.4	7.8
- Cc1ccc(-c2nnn(CC(=O)N(c3ccccc3F)C(C(=O)NCC3CCCO3)c3c[nH]c4ccccc34)n2)cc1 (stereo not drawn)
    .	.	7.8%	.	.	i	5	-0.29	-0.24	-0.47	-0.092	-1	20	-3.7%	.	.	2.6	1.0	8.3
- COc1cc(NC(=O)c2ccnc(N)c2)cc(C(=O)Nc2cccc(C(F)(F)F)c2)c1
    7	674	.	0.39	911	.	.	-0.52	-0.7	-0.19	-0.016	.	.	.	-1.3	1378	.	.	.
- Cc1nc(Cl)c(C(=O)NC(C)(C)C)c(C)c1Cl
    -19	672	-3.0%	.	.	i	3	-0.52	-0.21	-0.21	0.4	-5	14	-5.4%	-1.9	1072	1.9	1.7	2.2
- O=[N+]([O-])c1ccc2oc(-c3ccccc3)nc2c1
    0	651	-1.2%	-0.15	1194	i	13	0.7	-0.22	-0.048	0.034	8	20	-4.1%	-1.4	1064	3.3	2.0	6.4
- O=C(N/N=C/c1ccc[nH]1)c1ccccc1[N+](=O)[O-]
    -6	586	-0.6%	0.07	1470	i	-8	1.5	-0.15	0.91	-1.1	1	2	-7.6%	.	.	3.2	2.8	1.6
- O=C(NCc1cccs1)C1CCN(c2ccc(S(=O)(=O)N3CCOCC3)cc2Cl)CC1
    .	.	-3.2%	1.5	574	i	30	-0.92	-0.097	-1	0.51	-12	10	-9.1%	106*	456*	27*	39*	55*
- O=S(=O)(c1cccc(F)c1)N1CCc2sccc2C1c1ccc(OC(F)(F)F)cc1 (stereo not drawn)
    -11	656	.	-0.95	1108	.	.	-0.77	-0.2	-0.51	0.23	.	.	.	0.9	1251	.	.	.
- Cc1cccc(OCCCC(=O)O)c1
    2	719	1.1%	-0.49	1306	i	-6	0.39	-0.27	0.52	1.2	-6	-8	-5.1%	-0.8	1082	4.9	13	97
- CC(C)(C)OC(=O)N1CCN(c2ccc([N+](=O)[O-])cc2)CC1
    23	660	-0.6%	-0.19	1518	i	10	-0.67	-0.33	-0.32	0.72	3	3	-7.5%	-1.3	1095	1.5	2.4	3.5
- Cc1c(Cl)cc(-n2cnnn2)cc1[N+](=O)[O-]
    4	712	4.9%	0.02	1248	i	14	1.5	-0.047	1.1	-1.3	-3	-15	-3.4%	-1.1	1040	4.2	1.8	14
- CC(C)(O)C#Cc1ccc(C(=O)N2CCN(C(=O)c3ccco3)CC2)cc1
    17	634	.	0.33	1334	i	-1	0.22	-0.21	0.25	1.1	1	-4	-7.2%	.	.	2.5	2.0	19
- O=C1NN(c2ccccc2)C(=O)/C1=C/c1cccs1
    -4	744	-1.9%	-0.22	1252	i	1	-0.19	-0.23	-0.33	0.15	-11	-7	3.2%	-0.9	973	4.5	1.0	0.7
- COc1ccc(-c2cc(N)n(S(=O)(=O)Cc3ccccc3)n2)c(OC)c1
    -1	735	-0.4%	0.11	1289	i	-2	-0.69	-0.19	-0.029	0.44	0	-3	-1.7%	-4.1	1162	3.4	2.1	1.2
- O=C(C1CCC1)N1CCc2cc(S(=O)(=O)NC3CCCC3)ccc21
    .	.	-2.2%	0.64	1674	i	6	-0.011	-0.35	-0.23	0.64	-12	-3	-3.4%	2.2	1466	3.5	1.9	10

New compounds follow
Every second line gives: Hep lipid drop	Hep lipid drop cells 6.5 µM	CSM14.1 death rescue	Insulin prom up	Insulin prom up cell count	Autophagy HCS	Autophagy HCS cell loss 18 h	Dynein transport	Dynein transport cytoplasmic EGFP	Dynein transport nuclear GR-EGFP	Dynein transport cell count	WT yeast gro inh	WT yeast gro inh mutant strain	XIAP displacement	bCat nuc transl	bCat nuc transl cell count 5 µM	MT stabilize HCS	MT stabilize HCS Hoechst-high %	MT stabilize HCS cytotoxicity %
- COc1cc2[nH]c(=O)n(CCCCCC(=O)NCCCN3CCCC3=O)c(=O)c2cc1OC
    10	665	0.2%	0.5	1742	i	21	0.006	-0.041	0.54	0.84	16	4	-7.3%	0.4	1096	3.7	1.5	4.1
- COCCCn1c(=O)/c(=C\c2ccccc2OC(C)C)s/c1=C(/C#N)C(=O)Nc1ccc(C(=O)O)cc1
    2	793	.	-0.44	1000	.	.	-0.044	-0.19	-0.06	0.021	.	.	.	0.8	1345	.	.	.
- CC1(C)C2CC=C(/C=N/NC(=O)c3ccccc3Br)C1C2 (stereo not drawn)
    6	649	-0.1%	0.92	1525	i	2	0.97	-0.12	0.7	-1.8	-4	-1	1.1%	-0.7	1091	4.8	3.0	7.4
- COc1cc(=O)[nH]c(SCc2c(F)c(F)c(F)c(F)c2F)n1
    -6	731	.	-0.32	1223	i	-8	-1.3	-0.25	-0.73	1	22	19	-1.6%	.	.	3.5	2.3	8.1
- CCc1ccc(-c2cc(C(F)(F)F)n3nc(C(=O)Nc4cnn(Cc5ccccc5C)c4)cc3n2)s1
    .	.	-6.8%	.	.	?	.	-0.086	1.6	0.25	-7.4	-10	-19	-1.3%	.	.	i	.	100
- Cc1ccc(CNC(=O)C(CCC(N)=O)NC(=O)OCc2ccccc2)cc1 (stereo not drawn)
    19	709	0.2%	-0.07	1310	i	-6	-0.78	-0.21	-0.22	0.6	-3	-11	-4.0%	-3.3	537	3.5	2.2	6.8

Screening data as filed in PubChem BioAssay.
